Source: PubChem
miR122 inh – miR-122 inhibition in Huh7 cells; AID 602342; 340,000 compounds, 0.3% hits; activation (reporter increase), % at 12.5 µM; Huh7 miR-122 Renilla luciferase sensor, 48 h; neutral wells = 0, positive control = 100;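 active = mean replicate activation score at least 90 and every replicate individually at or above 90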;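 also: higher luciferase means less miR-122 activity so hits act as miR-122 inhibitors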
E-sel inducer – E-selectin induction on HUVECs | P16581 | HUVEC E-selectin immunofluorescence imaging; normalized: neutral wells 0, TNF-alpha wells 100 | activation, % at 7.58 µM | 260,000 compounds, 0.37% hits;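 active = mean E-selectin-positive cell signal at least 10% of the positive control, reached in at least 60% of replicates, without over 20% cell loss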;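 also: in these data hits start at about 27%; measured in HUVEC primary endothelial cells; signal is the percent of cells scored E-selectin positive by PE staining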
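Test system – human umbilical vein endothelial cells (HUVEC), E-selectin induction · Input – 3,000 HUVEC seeded per well · Buffer or medium – EGM-2, gelatin · Compound dosing – single-point compound dose · Detection – immunofluorescence imaging · Measure – percent E-selectin-positive cells · Controls – TNF-alpha high, DMSO low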
PglD inh – blocks C. jejuni PglD acetyltransferase activity; AID 602405; 360,000 compounds, 0.098% hits; inhibition, % at 12.5 µM; purified PglD enzyme, DTNB colorimetric CoA detection; in the data active = inhibition above about 16%, passing the limit was not always enough; also: strong numbers were not always called active
ERAP1 HTS inh – ERAP1 (human) enzyme inhibition. inhibition, % at 10.7 µM. AID 652197. 340,000 compounds, 0.15% hits. recombinant ERAP1, Leu-AMC fluorescence, 60 min. Q9NZ08;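 active = mean replicate inhibition of at least 30%, or all replicates individually reaching that 30% level; inactive = mean below 30% and not every replicate reaching it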;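 also: 0% = neutral control wells and 100% = L-leucinethiol positive control wells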
RAD52 anneal inh – RAD52 (human) annealing inhibition | 360,000 compounds, 0.46% hits | P43351 | inhibition, % at 18.7 µM | AID 651710 | recombinant RAD52 DNA annealing, FRET fluorescence;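 active = every replicate showing at least 50% inhibition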
Cneo AK release – Cryptococcus neoformans lysis via adenylate kinase release | C. neoformans lysis, adenylate kinase release luminescence, 4 h; normalised: neutral wells 0, clomiphene wells 100 | lysis activity, % at 15 µM | 360,000 compounds, 0.2% hits | AID 651654;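 active = mean lysis activity across replicates of at least 80%, whatever share of replicates individually reach that level; inactive = mean lysis activity below 80%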
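Assay system: C. neoformans cells. Amount: yeast cell density of 5 × 10^6 cells/mL. Technique: AK luminescence. Buffer or medium: YPD. Times: static 4 h at 37 °C with compound, 1 h detection. Dosing: single-point compound dose. Read-out: lysis from increased AK signal.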
RAD54 inh – inhibitors of human RAD54 branch migration; AID 602329; RAD54 Holliday junction branch migration, FAM/BHQ fluorescence; 360,000 compounds, 0.14% hits; Q92698; inhibition, % at 10.4 µM;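 active = mean normalized replicate activity at least 40 and at least half of replicates scoring 40 or more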;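 also: 0% = median of neutral control wells and 100% = median of positive control wells; inhibitors cause a drop in the FAM fluorescence signal; in these data hits start at about 50%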
Target sequence (Q92698 whole entry, looked up): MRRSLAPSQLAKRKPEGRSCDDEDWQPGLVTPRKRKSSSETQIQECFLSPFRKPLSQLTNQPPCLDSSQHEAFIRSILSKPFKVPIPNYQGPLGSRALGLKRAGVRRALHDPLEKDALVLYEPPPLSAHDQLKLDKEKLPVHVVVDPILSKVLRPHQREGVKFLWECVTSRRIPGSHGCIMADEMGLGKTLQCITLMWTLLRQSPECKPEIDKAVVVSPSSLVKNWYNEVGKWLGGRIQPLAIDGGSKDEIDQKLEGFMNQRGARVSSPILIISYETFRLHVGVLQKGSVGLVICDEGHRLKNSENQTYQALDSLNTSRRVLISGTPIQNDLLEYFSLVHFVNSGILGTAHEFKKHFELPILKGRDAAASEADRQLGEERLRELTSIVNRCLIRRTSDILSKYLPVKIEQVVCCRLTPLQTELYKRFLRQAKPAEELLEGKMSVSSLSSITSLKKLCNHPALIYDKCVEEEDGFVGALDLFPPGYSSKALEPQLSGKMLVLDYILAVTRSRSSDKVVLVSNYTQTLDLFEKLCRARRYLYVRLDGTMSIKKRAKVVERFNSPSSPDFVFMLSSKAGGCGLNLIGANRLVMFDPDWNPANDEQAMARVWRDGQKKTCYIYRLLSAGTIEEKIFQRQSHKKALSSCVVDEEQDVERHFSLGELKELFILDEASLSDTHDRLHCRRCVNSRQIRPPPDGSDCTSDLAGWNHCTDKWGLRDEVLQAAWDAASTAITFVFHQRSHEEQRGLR
PGC1a acetyl inh – lowers PGC1a acetylation signal in U2OS cells | AlphaScreen anti-acetyl-lysine; with virally co-expressed GCN5 acetyltransferase | inhibition, % at 15.6 µM | 350,000 compounds, 0.17% hits;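 active = every replicate shows inhibition of at least 40%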;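 also: 0% = neutral control wells and 100% = positive control wells; some results beyond the cut were filed as inactive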
Numbers without * were called inactive; nt = not tested or not shown; & = joins results of further samples; [ ] = another dose, or the depositor's remark. The order is random; any-hit rate near 1.4%.

SMILES	miR122 inh	E-sel inducer	PglD inh	ERAP1 HTS inh	RAD52 anneal inh	Cneo AK release	RAD54 inh	PGC1a acetyl inh
Cc1cccc(-c2cc(NCCc3cccnc3)n3nccc3n2)c1	-2	0.4	-4	2	2	0	-4	-5
CCOC(=O)N1CCC(NC(=O)c2ccc3c(c2)sc2nc(-c4ccccc4)cn23)CC1	-32	nt	-3	nt	nt	-1	-1	-10
O=c1[nH]c2sc3c(c2c2nncn12)CCCC3	-4	nt	2	nt	nt	1	-16	2
COCc1cc(C)nc2sc3c(=O)oc(C)nc3c12	3	nt	8	nt	nt	-1	1	-12
COC(=O)CN(Cc1ccco1)S(=O)(=O)c1ccccc1	-5	nt	-4	nt	nt	4	1	-8
CC1CCCCC12NC(=O)N(CC(=O)Nc1ccccc1F)C2=O (configuration not stated)	-2	-0.1	-5	-2	-5	2	3	-2
COCCNC(=O)C1(C)CCCN(Cc2csc3ccccc23)C1 (configuration not stated)	-4	1.5	-8	5	-3	-2	5	-14
CCNC(=O)C[C@@H]1CC[C@@H]2[C@@H](COc3ccc(NC(=O)c4cccs4)cc3C(=O)N2C)O1	-3[16.7 µM]	0.0	2	2	-8	-1	3	-5
C[C@H](CO)N1C[C@H](C)[C@H](CN(C)S(=O)(=O)c2cccc(F)c2)Oc2ncc(-c3cccc(F)c3)cc2C1=O	12&15[16.7 µM]	-0.1	5&2	-2&-1	8&-5	14&-9	-5&2	-1&2
COC(=O)C1CCN(c2cc(=O)n(-c3ccc(OC)cc3)c(=O)[nH]2)CC1	nt	-0.5	2	7	-21	11	-1	nt
CCC1(c2ccc(OC)cc2)NC(=O)N(CC(=O)N2CCc3ccccc32)C1=O (configuration not stated)	-7	5.0	-1	3	-4	1	7	-1
COc1ccc2c3c(n(C)c2c1)[C@H](CO)N(C(=O)CN(C)C)CC31CCN(Cc2nccs2)CC1	nt	-0.3	nt	11	16	nt	nt	-27
COc1ccc(C(=O)OCn2nnc3ccccc3c2=O)cc1OC	-4	nt	6	nt	nt	-1	-6	-6
CCCC#Cc1ccc([C@@H]2[C@@H](CO)N3CCCCN(S(=O)(=O)CC)C[C@@H]23)cc1	-1[16.7 µM]	-0.6	10	2	-20	1	-7	0
COc1cc(C(=O)OCCCN(C)C)cc(OC)c1OC	0	0.1	-2	-2	-8	-2	2	nt
Cc1csc(NS(=O)(=O)c2ccc(Cl)cc2)n1	58	-0.3	-5	-3	-20	-2	8	4
Fc1cccc(Cc2c(-c3ccco3)nc3ccc(Cl)cn23)c1	-8	nt	-3	nt	nt	0	7	-4
O=C(C1=C[C@H](c2ccc3c(c2)OCO3)C[C@H](OCc2ccc(CO)cc2)O1)N1CCCCC1	nt	nt	-2	4	-17	25	4	-31
Cc1ccc(NC(=O)CN(C)C(=O)COC(=O)C(C)(C)Oc2ccc(Cl)cc2)cc1	nt	nt	4	-5	1	-6	0	14
Cc1cc(CN(C)C(=O)c2cc(COc3ccc4ncccc4c3)on2)on1	-35	-0.1	2	nt	-10	-1	-12	7
Cc1cc(NC(=O)c2ccc([N+](=O)[O-])cc2)no1	-5	nt	2	0	-8	-3	-5	34
O=C(NCC(=O)N1CCN(c2ccc([N+](=O)[O-])cc2)CC1)c1ccco1	-12	-0.1	-5	-5	-80	2	8	3
CSCCC(NC(=O)c1ccc(Cl)cc1Cl)C(=O)N1CCN(C(=O)c2ccccc2)CC1 (configuration not stated)	6	-1.7	0	-2	-5	0	-3	0
CNC[C@@H]1Oc2c(NC(=O)Nc3ccc(F)cc3)cccc2C(=O)N([C@@H](C)CO)C[C@H]1C	5[16.7 µM]	-2.5	3	-8	-10	-2	-10	-2
COc1ccc(CN(C)C[C@H]2Oc3ccc(NC(=O)Cc4cn(C)c5ccccc45)cc3C(=O)N([C@H](C)CO)C[C@@H]2C)cc1	-8[16.7 µM]	0.2	1	0	0	-2	-6	-6
CCC(=O)Nc1ccc2c(c1)C(=O)N(C)[C@H]1CC[C@H](CC(=O)NCc3ccccc3Cl)O[C@@H]1CO2	12[16.7 µM]	0.0	2	0	4	2	-4	-1
C=CCn1c(SCC(=O)Nc2c(C)n(C)n(-c3ccccc3)c2=O)nc2sc(C)c(-c3ccccc3)c2c1=O	-19	nt	9	nt	nt	-4	-5	-4
C[C@H]1CN([C@@H](C)CO)C(=O)CCCn2nncc2CO[C@@H]1CN(C)S(=O)(=O)c1ccc2c(c1)OCCCO2	-5[16.7 µM]	0.0	2	-3	-2	1	7	6
CO[C@H]1CN(C)C(=O)c2ccc(NS(C)(=O)=O)cc2OC[C@H](C)N(CCC(F)(F)F)C[C@@H]1C	nt	-0.1	6	0	7	-3	-8	8
CCCc1cc(C(=O)Cc2ccc(F)cc2)c(O)cc1O	3	nt	0	nt	nt	-1	-1	3
COc1ccccc1N1CCN(CCN(C(=O)c2ccc(F)cc2)c2ccccn2)CC1	0	0.9	5	-5	-12	-2	-13	-4
Cn1c(=O)c2c(nc(Oc3ccccc3Br)n2C)n(C)c1=O	5	0.2	-7	-1	-6	-1	3	6
C[C@@H]1CN([C@@H](C)CO)C(=O)c2cc(C#CCN(C)C)cnc2O[C@H]1CN(C)C	7[16.7 µM]	0.2	0	1	-1	-3	-8	0
COc1ccc(-n2nc(C(=O)NCC(=O)N3CCN(c4ccccc4OC)CC3)c3ccccc3c2=O)c(OC)c1	8	nt	3	-3	-20	-7	0	6
CS(=O)(=O)N(Cc1ccccc1)c1ccc(C(=O)Nc2ccc3c(c2)OCO3)cc1	-5	nt	1	nt	nt	-2	-4	-17
COc1ccccc1NS(=O)(=O)c1cc(NC(=O)c2cc(F)c(F)c(F)c2F)ccc1N1CCOCC1	51	nt	nt	4	-3	nt	nt	0

Compounds listed so far that contain two or more sulfur atoms, in the order listed:
SMILES	miR122 inh	E-sel inducer	PglD inh	ERAP1 HTS inh	RAD52 anneal inh	Cneo AK release	RAD54 inh	PGC1a acetyl inh
Cc1csc(NS(=O)(=O)c2ccc(Cl)cc2)n1	58	-0.3	-5	-3	-20	-2	8	4
C=CCn1c(SCC(=O)Nc2c(C)n(C)n(-c3ccccc3)c2=O)nc2sc(C)c(-c3ccccc3)c2c1=O	-19	nt	9	nt	nt	-4	-5	-4

(more compounds)
SMILES	miR122 inh	E-sel inducer	PglD inh	ERAP1 HTS inh	RAD52 anneal inh	Cneo AK release	RAD54 inh	PGC1a acetyl inh
COCCCNC(=O)c1ccc2c(c1)CCN2S(C)(=O)=O	0	nt	0	nt	nt	2	-9	-6
Cc1ccc(C(=O)N2CC(C)OC(C)C2)cc1S(=O)(=O)N1CCCCC1 (configuration not stated)	-4	nt	6	2	1	0	4	6
CCOc1ccc(-c2nnc(N3CCOCC3)c3ccccc23)cc1	-3	0.8	-2	2	-12	5	-8	4
CSc1cccc(NC(=O)CC(C)n2ccnc2)c1 (configuration not stated)	2	0.0	2	-2	-7	5	-4	-18
CCOC(=O)C1CCCN(C(=O)c2cccc(C(F)(F)F)c2)CC1 (configuration not stated)	-2	0.0	0	-3	-20	0	4	nt
CC(=O)Nc1ccc(S(=O)(=O)NCC2CCC(C(=O)NCCC3=CCCCC3)CC2)cc1 (configuration not stated)	-6	nt	0	-2	-2	3	4	-4
N#Cc1nc(-c2ccc([N+](=O)[O-])cc2)oc1N1CCCCC1	-5	-0.1	6	1	-9	2	5	-6
COc1cccc(-n2c(C)nnc2SCC#N)c1	nt	nt	4	nt	nt	2	7	8
CC(C)OC(=O)c1ccc(NC(=O)c2cccc(-n3cnnn3)c2)cc1	7	nt	1	4	-10	0	-8	-3
CN1OC[C@@H]2CN(C(=O)CCc3ccccc3)[C@H](c3ccccc3Br)C[C@@H]21	-3	-0.1	-1	0	-5	1	-4	13
O=C(NCc1ccc2c(c1)OCO2)c1nn2cccnc2c1Cl	6	nt	-4	nt	nt	-1	5	7
C[C@@H]1CN([C@@H](C)CO)C(=O)c2cc(-c3ccncc3)cnc2O[C@@H]1CN(C)C(=O)NC1CCCC1	nt	0.6	4	0	13	-3	2	4
Cc1ccc(S(=O)(=O)N[C@H]2CC[C@@H](CCn3cc(C4(O)CCCC4)nn3)O[C@H]2CO)cc1	nt	0.1	0	0	6	0	-5	4
CNC[C@H]1Oc2c(NC(=O)Nc3c(C)noc3C)cccc2C(=O)N([C@@H](C)CO)C[C@H]1C	0[16.7 µM]	0.2	-4	nt	-10	2	9	-6
Cc1cccc(S(=O)(=O)N2C[C@H]3[C@@H](c4ccccc42)[C@H](CO)N3C(=O)c2ccccc2)c1	0[16.7 µM]	0.0	3	-2	12	-2	-6	1
CCOC(=O)c1ccc(NS(=O)(=O)c2ccc(SC)cc2)cc1	44	nt	-4	nt	nt	0	-10	-5
O=C(NCc1ccccc1F)C(=O)NCC1CCCN1S(=O)(=O)c1ccccc1 (configuration not stated)	nt	0.3	2	-3	-33	-5	2	nt
COc1ccc(NC2c3ccccc3C(=O)N2c2cccnc2)cc1Cl (configuration not stated)	-5	nt	2	2	7	-1	0	-3
COc1ccc(-c2ccc(-c3nnn(CC(C)=O)n3)cc2)cc1	-2	nt	4	nt	nt	0	-14	0
CCOC(=O)C1=C[C@@H](c2ccccc2)N(S(=O)(=O)c2ccc(C)cc2)[C@H]1c1cccc(Cl)c1	5	-0.3	-4	-4	-13	1	-7	-17
Cc1ccc(NC(=O)CN2CCC(C(N)=O)CC2)cc1[N+](=O)[O-]	-2	nt	0	2	-2	1	3	9
C[C@@H]1CN([C@H](C)CO)C(=O)c2c(c3ccccc3n2C)-c2ccccc2CO[C@@H]1CN(C)S(=O)(=O)c1ccccc1	nt	-0.1	5	-4	10	-2	5	-13
C[C@H](CO)N1C[C@H](C)[C@H](CN(C)Cc2ccc(Cl)c(Cl)c2)Oc2ccc(NC(=O)CCCN(C)C)cc2C1=O	-2[16.7 µM]	0.1	0	-1	20	-2	13	1
CCc1ccc(/C=C2/C(=O)NC(=O)N2C(C)=O)cc1	6	0.0	3	2	-10	-3	-5	-4
Nc1nc2n(n1)C(c1ccccc1Cl)CC(c1ccc(F)cc1)N2 (configuration not stated)	-1	-0.1	-3	-1	-5	0	5	nt
CN(c1ccc(C(=O)NCCC2=CCCCC2)cc1)S(C)(=O)=O	-4	nt	4	nt	nt	-1	10	1
Cc1cc(=O)n2nc(N3CCCC(C(=O)NCc4ccco4)C3)sc2n1 (configuration not stated)	-2	nt	7	nt	nt	0	6	7
COc1ccc(CCNC(=O)CC(=O)N/N=C/c2ccc(Br)cc2)cc1OC	-1	nt	1	-1	16	2	0	0
CCOC(=O)c1sc2nc3n(c(=O)c2c1C)CCC(C)CC3 (configuration not stated)	0	nt	2	5	8	-1	2	-1
COc1ccc(-n2nc(C(=O)NCC(=O)Nc3cc(OC)c(OC)c(OC)c3)c3ccccc3c2=O)cc1Cl	-2	0.0	12	0	-6	1	0	4
C[C@@H]1CN([C@H](C)CO)C(=O)Cc2cc(NC(=O)Nc3ccc(C(F)(F)F)cc3)ccc2O[C@@H]1CN(C)Cc1ccncc1	20[16.7 µM]	nt	17	0	4	4	-3	3
CC(C)NC(=O)Nc1ccc2c(c1)CC(=O)N([C@H](C)CO)C[C@H](C)[C@@H](CN(C)S(=O)(=O)c1cn(C)cn1)O2	16[16.7 µM]	-2.9	1	-1	-10	-3	3	-3

Two records picked at random from the list so far:
SMILES	miR122 inh	E-sel inducer	PglD inh	ERAP1 HTS inh	RAD52 anneal inh	Cneo AK release	RAD54 inh	PGC1a acetyl inh
Cc1cccc(S(=O)(=O)N2C[C@H]3[C@@H](c4ccccc42)[C@H](CO)N3C(=O)c2ccccc2)c1	0[16.7 µM]	0.0	3	-2	12	-2	-6	1
CC1CCCCC12NC(=O)N(CC(=O)Nc1ccccc1F)C2=O (configuration not stated)	-2	-0.1	-5	-2	-5	2	3	-2
